NCF1 inh – p47phox (human) inhibition; p47phox/p22phox peptide binding, fluorescence polarization, 2 h; inhibition, % at 24.7 µM; 220,000 compounds, 0.53% hits; AID 1274;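 active means inhibition above about 30%, limit read from the data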;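 further: 0% = p47phox with labelled peptide and 100% = labelled peptide alone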
BaF3 tox – reduces parental Ba/F3 cell viability, JAK2V617F counter-screen; 220,000 compounds, 1.1% hits; CellTiter-Glo ATP luminescence; inhibition, % at 5.6 µM;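 active means inhibition above a per-campaign cutoff, the mean inhibition of all tested compounds plus 3 SD, cut at about 27% in these data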;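 further: 0% = DMSO wells and 100% = JAK Inhibitor I control wells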
NPY-Y2 PAM-ag – human NPY-Y2 potentiation or agonism, primary screen; 220,000 compounds, 0.45% hits; activation, % at 3.6 µM; AID 1359; P49146; cells expressing NPY-Y2, potentiator/agonist read-out; in the data active means activation above about 27%;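 further: cells stimulated with NPY near EC25 plus isoproterenol at EC100; 0% = vehicle plus submaximal agonist and 100% = vehicle plus saturating agonist; some results beyond the cut were filed as inactive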
Target sequence (P49146 whole entry, looked up): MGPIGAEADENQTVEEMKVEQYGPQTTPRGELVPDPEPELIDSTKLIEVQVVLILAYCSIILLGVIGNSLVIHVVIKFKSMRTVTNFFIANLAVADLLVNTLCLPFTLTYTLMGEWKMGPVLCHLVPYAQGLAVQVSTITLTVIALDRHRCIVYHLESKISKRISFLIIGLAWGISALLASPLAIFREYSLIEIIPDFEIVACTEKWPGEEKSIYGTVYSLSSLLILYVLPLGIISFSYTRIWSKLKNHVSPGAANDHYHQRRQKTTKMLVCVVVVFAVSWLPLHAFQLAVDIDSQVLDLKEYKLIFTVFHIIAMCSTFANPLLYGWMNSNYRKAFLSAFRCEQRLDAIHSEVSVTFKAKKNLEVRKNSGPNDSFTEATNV
NPY Y1 blocker – antagonists of human neuropeptide Y receptor Y1 | P25929 | HEK293-CNG Y1 cells, membrane potential fluorescence; NPY at EC95, then isoproterenol | inhibition, % at 3.6 µM | 200,000 compounds, 1% hits;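 active means inhibition above the campaign mean inhibition of all tested compounds plus 3 SD, cut at about 20% in these data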;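 further: 0% = DMSO wells given NPY plus isoproterenol and 100% = isoproterenol alone without NPY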
Target sequence (P25929 whole entry, looked up): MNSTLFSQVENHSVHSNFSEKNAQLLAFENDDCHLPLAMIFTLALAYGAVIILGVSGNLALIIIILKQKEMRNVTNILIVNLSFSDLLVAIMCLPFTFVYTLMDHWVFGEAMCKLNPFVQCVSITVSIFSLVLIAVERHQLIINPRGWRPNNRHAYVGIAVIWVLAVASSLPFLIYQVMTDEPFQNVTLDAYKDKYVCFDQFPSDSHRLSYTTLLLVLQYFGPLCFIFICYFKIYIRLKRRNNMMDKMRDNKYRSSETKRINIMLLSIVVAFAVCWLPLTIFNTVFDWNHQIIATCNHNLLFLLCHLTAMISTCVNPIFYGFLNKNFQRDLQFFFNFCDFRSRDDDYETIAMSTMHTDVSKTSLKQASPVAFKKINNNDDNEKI
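Material: Y1- and CNG-channel-expressing HEK293 cells / Probe or stimulus: NPY 25 nM then isoproterenol 1 µM plus Ro 20-1724 25 µM / Doses: 3.6 µM single dose, DMSO 0.4% / Schedule: compound incubation 1 h at room temperature, readout 45 min post-stimulation / Signal: membrane potential fluorescence / Benchmarks: isoproterenol-only wells as full block versus NPY-plus-isoproterenol wells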
CHOP inhibitor – CHOP inhibition in unfolded protein response | inhibition, % at 10 µM | 220,000 compounds, 3.8% hits | AID 2732 | CHO-K1 CHOP-promoter luciferase, tunicamycin-induced, 15-18 h;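 active means compounds that reduced the stress-induced luciferase reporter signal by more than about 70% of percent inhibition, limit read from the data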;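 further: 0% = tunicamycin plus vehicle and 100% = wells without tunicamycin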
Ba/F3 V617F tox – loss of viability in JAK2V617F-driven Ba/F3 cells | Ba/F3 EpoR-JAK2V617F viability, ATP luminescence | 220,000 compounds, 1.1% hits | inhibition, % at 5.6 µM;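 active means inhibition above the campaign mean plus 3 SD over all tested compounds, cut at about 24% in these data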;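 further: cytokine-independent growth of Ba/F3 cells driven by EpoR plus mutant JAK2; 0% = DMSO-treated cells and 100% = JAK inhibitor I control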
NPY1 pot ag – human NPY-Y1 potentiation or agonism, primary screen. activation, % at 3.6 µM. P25929. NPY-Y1 expressing cells, potentiator/agonist activation. AID 1304. 220,000 compounds, 0.37% hits; in the data active means activation above about 33%, passing the limit was not always enough;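 further: cells stimulated with NPY at EC10 then isoproterenol at EC100; 0% = low agonist plus stimulus and 100% = saturating agonist plus stimulus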
S1P4 ag – agonists of human S1P4 receptor. O95977. S1P4-expressing cell line, agonist reporter assay. activation, % at 4.98 µM. 220,000 compounds, 0.35% hits; in the data active means activation above about 11%;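 further: 0% = DMSO vehicle and 100% = reference agonist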
S1P4 antag – blocks the human S1P4 receptor; O95977; S1P4-expressing cells, antagonist mode, reporter read-out; inhibition, % at 4.98 µM; 220,000 compounds, 0.26% hits; AID 1510; in the data active means inhibition above about 29%;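 further: 0% = wells stimulated with agonist and 100% = vehicle wells without agonist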
An asterisk follows results filed as active.

For Cc1cccc(C)c1NC(=O)Nc1ccc(S(N)(=O)=O)cc1 the results were NCF1 inh -8, BaF3 tox 1, NPY-Y2 PAM-ag 8, CHOP inhibitor 10, Ba/F3 V617F tox -3, NPY1 pot ag 4, S1P4 ag 1.6 and S1P4 antag 13.
For Cc1ccc(-c2csc3nnc(SCC(=O)NCc4ccc5c(c4)OCO5)n23)cc1 the results were NCF1 inh 4, BaF3 tox 0, NPY-Y2 PAM-ag -9, NPY Y1 blocker 4, CHOP inhibitor 18, Ba/F3 V617F tox 0, NPY1 pot ag 3, S1P4 ag -0.6 and S1P4 antag -11.
`CCOC(=O)/C=C/C(=O)Nc1cccc([N+](=O)[O-])c1` gave NCF1 inh 1, BaF3 tox 3, NPY-Y2 PAM-ag -4, NPY Y1 blocker -1, CHOP inhibitor 48, Ba/F3 V617F tox -2, NPY1 pot ag 1, S1P4 ag 0.1 and S1P4 antag -11.
CN(c1ccccc1C(=O)Nc1cccc(Cl)c1Cl)S(C)(=O)=O was read as NCF1 inh -7, BaF3 tox 4, NPY-Y2 PAM-ag -17, NPY Y1 blocker 9, CHOP inhibitor 14, Ba/F3 V617F tox 1, NPY1 pot ag 0, S1P4 ag -0.3 and S1P4 antag -5.
Screening CC(=O)N1Cc2ccccc2CC1C(=O)O (centres undefined) returned NCF1 inh -5, BaF3 tox -1, NPY-Y2 PAM-ag -16, NPY Y1 blocker 6, CHOP inhibitor -15, Ba/F3 V617F tox -2, NPY1 pot ag -22, S1P4 ag -0.7 and S1P4 antag 3.
`CCCCNCc1cc(OCC)c(OCC)cc1Br` gave NCF1 inh -7, BaF3 tox 8, NPY-Y2 PAM-ag 6, NPY Y1 blocker 5, CHOP inhibitor 21, Ba/F3 V617F tox 3, NPY1 pot ag 0, S1P4 ag -0.3 and S1P4 antag -10.
For CC(C)C(C(=O)N1CCOCC1)N1C(=O)c2ccccc2C1=O (centres undefined) the results were NCF1 inh 16, BaF3 tox 5, NPY-Y2 PAM-ag -2, NPY Y1 blocker 0, CHOP inhibitor -7, Ba/F3 V617F tox 1, NPY1 pot ag 12, S1P4 ag 0.1 and S1P4 antag -9.
For Cc1ccc(S(=O)(=O)N2CCN(S(C)(=O)=O)C2)cc1 the results were NCF1 inh 3, BaF3 tox 6, NPY-Y2 PAM-ag 21, NPY Y1 blocker -5, CHOP inhibitor 13, Ba/F3 V617F tox 1, NPY1 pot ag 11, S1P4 ag 0.1 and S1P4 antag -31.
For CC(C)Oc1ccc(C2CC(=O)N(Nc3ccc([N+](=O)[O-])cc3[N+](=O)[O-])C2=O)cc1 (centres undefined) the results were NCF1 inh -6, BaF3 tox -3, NPY-Y2 PAM-ag 6, CHOP inhibitor 9, Ba/F3 V617F tox 2, NPY1 pot ag -2, S1P4 ag 0.1 and S1P4 antag 0.
COc1cc(NC(=O)CN2CCN(c3ccccc3F)CC2)c(C)cc1[N+](=O)[O-] was read as NCF1 inh 0, BaF3 tox 4, NPY-Y2 PAM-ag -5, NPY Y1 blocker 1, CHOP inhibitor -19, Ba/F3 V617F tox 0, NPY1 pot ag -11, S1P4 ag 1.6 and S1P4 antag -11.
For Cc1ccc(OCC(=O)c2cc(C)n(C3CC3)c2C)c([N+](=O)[O-])n1 the results were NCF1 inh -7, BaF3 tox 7, NPY-Y2 PAM-ag 6, NPY Y1 blocker -1, CHOP inhibitor -8, Ba/F3 V617F tox -4, NPY1 pot ag 14, S1P4 ag 2.5 and S1P4 antag -6.
O=C1c2ccccc2S(=O)(=O)N1CC(O)Cn1ccc2ccccc21 (centres undefined) was read as NCF1 inh -28, BaF3 tox 3, NPY-Y2 PAM-ag 1, NPY Y1 blocker -1, CHOP inhibitor -6, Ba/F3 V617F tox -3, NPY1 pot ag -18, S1P4 ag 0.3 and S1P4 antag 7.
`CC(=O)c1c(OC(=O)c2ccco2)c2ccccc2n1C` gave NCF1 inh -2, BaF3 tox -1, NPY-Y2 PAM-ag -8, NPY Y1 blocker 1, CHOP inhibitor 42, Ba/F3 V617F tox -2, NPY1 pot ag -6, S1P4 ag 2.8 and S1P4 antag -4.
CC(=O)n1cc([C@@H]2C=C(C(=O)N3CCN(Cc4ccc5c(c4)OCO5)CC3)O[C@H](OCc3ccc(CO)cc3)C2)c2ccccc21 was read as NCF1 inh -18, BaF3 tox 4, NPY-Y2 PAM-ag -6, NPY Y1 blocker 4, CHOP inhibitor 42, Ba/F3 V617F tox 7, NPY1 pot ag -10, S1P4 ag -0.2 and S1P4 antag 11.
For CC(Sc1nnc(-c2ccccc2Br)n1-c1cccc(C(F)(F)F)c1)C(N)=O (centres undefined) the results were NCF1 inh 6, BaF3 tox 0, NPY-Y2 PAM-ag 23, NPY Y1 blocker -4, CHOP inhibitor -5, Ba/F3 V617F tox -3, NPY1 pot ag 26, S1P4 ag -1.2 and S1P4 antag -6.
For Cc1ccc(S(=O)(=O)N2CCCC(C(=O)Nc3cccnc3)C2)cc1 (centres undefined) the results were NCF1 inh -6, BaF3 tox 6, NPY-Y2 PAM-ag -15, NPY Y1 blocker 2, CHOP inhibitor -14, Ba/F3 V617F tox 4, NPY1 pot ag -25, S1P4 ag -1.4 and S1P4 antag 9.
For Clc1ccc(Cn2c(-c3cccnc3Cl)nc3ccccc32)c(Cl)c1 the results were NCF1 inh -6, BaF3 tox 9, NPY-Y2 PAM-ag -1, NPY Y1 blocker 7, CHOP inhibitor 22, Ba/F3 V617F tox 0, NPY1 pot ag -2, S1P4 ag 1.5 and S1P4 antag -3.
`O=C1/C(=C2/NCCN2C2CC(=O)N(c3ccccc3)C2=O)CC/C1=C\c1ccccc1` (centres undefined) gave BaF3 tox 3, NPY-Y2 PAM-ag 3, NPY Y1 blocker 0, CHOP inhibitor 19, Ba/F3 V617F tox -3, NPY1 pot ag 12, S1P4 ag 0.4 and S1P4 antag -13.
For CCCn1c(=N)c(C(=O)NCc2ccc3c(c2)OCO3)cc2c(=O)n3cccc(C)c3nc21 the results were NCF1 inh 10, BaF3 tox 8, NPY-Y2 PAM-ag -17, NPY Y1 blocker 5, CHOP inhibitor 16, Ba/F3 V617F tox 3, NPY1 pot ag 7, S1P4 ag 1.7 and S1P4 antag -19.
For COc1ccc(CNC(=O)c2sc3nc4c(c(C(F)(F)F)c3c2N)CCC4)cc1 the results were NCF1 inh -14, BaF3 tox 7, NPY-Y2 PAM-ag -5, NPY Y1 blocker -1, CHOP inhibitor 7, Ba/F3 V617F tox 0, NPY1 pot ag -14, S1P4 ag 196* and S1P4 antag -16.
`CCc1ccc(NC2=NC(C(=O)c3ccccc3)CC(=O)N2)cc1` (centres undefined) gave NCF1 inh -7, BaF3 tox 8, NPY-Y2 PAM-ag 7, NPY Y1 blocker 1, CHOP inhibitor -16, Ba/F3 V617F tox 4, NPY1 pot ag 0, S1P4 ag 0.8 and S1P4 antag 12.
`COc1ccccc1OCc1ccc(C(=O)NCCN(C)C)o1` gave NCF1 inh -8, BaF3 tox 3, NPY-Y2 PAM-ag 0, NPY Y1 blocker 2, CHOP inhibitor -3, Ba/F3 V617F tox 2, NPY1 pot ag 16, S1P4 ag 0.7 and S1P4 antag 14.
`CS(=O)(=O)N(CC(=O)Nc1ccc2c(c1)OCO2)c1ccc(Cl)cc1` gave NCF1 inh -10, BaF3 tox -2, NPY-Y2 PAM-ag 0, NPY Y1 blocker -1, CHOP inhibitor -5, Ba/F3 V617F tox -5, NPY1 pot ag 0, S1P4 ag -2.7 and S1P4 antag 0.
CCN(CC)CCCN=Cc1c(O)n(-c2c(C)cccc2C)c(=O)c2ccccc12 was read as NCF1 inh -15, BaF3 tox 1, NPY-Y2 PAM-ag 3, CHOP inhibitor 18, Ba/F3 V617F tox -2, NPY1 pot ag -12, S1P4 ag 1.6 and S1P4 antag 0.
CN(C)c1ccc2c(O)cc(=O)n(C)c2c1 was read as NCF1 inh -13, BaF3 tox 6, NPY-Y2 PAM-ag -8, NPY Y1 blocker -6, CHOP inhibitor 12, Ba/F3 V617F tox -2, NPY1 pot ag 13, S1P4 ag -0.4 and S1P4 antag 4.
Screening CCOc1ccc(N2C(=O)CSC2c2ccncc2)cc1 (centres undefined) returned NCF1 inh -17, BaF3 tox 3, NPY-Y2 PAM-ag 11, NPY Y1 blocker 3, CHOP inhibitor 27, Ba/F3 V617F tox 2, NPY1 pot ag -12, S1P4 ag 2.9 and S1P4 antag -11.
For CC(=O)OCC(=O)Nc1ccc(N=Nc2ccccc2)cc1 the results were NCF1 inh -8, BaF3 tox 5, NPY-Y2 PAM-ag 19, NPY Y1 blocker -3, CHOP inhibitor 26, Ba/F3 V617F tox 2, NPY1 pot ag 14, S1P4 ag 2.7 and S1P4 antag -18.
`Cc1ccc(OCC(=O)Nc2ccc(N3CCN(S(C)(=O)=O)CC3)cc2)c(C)c1` gave NCF1 inh -16, BaF3 tox -1, NPY-Y2 PAM-ag 6, NPY Y1 blocker -1, CHOP inhibitor 46, Ba/F3 V617F tox 2, NPY1 pot ag 4, S1P4 ag -0.2 and S1P4 antag 1.
For CCC(C(=O)c1ccc2ncccc2c1)c1ccccc1 (centres undefined) the results were NCF1 inh -22, BaF3 tox 3, NPY-Y2 PAM-ag 5, NPY Y1 blocker 0, CHOP inhibitor 36, Ba/F3 V617F tox -2, NPY1 pot ag -6, S1P4 ag -0.4 and S1P4 antag -23.
For CC(=O)Nc1sc2c(c1C(c1ccccc1Cl)N1CCN(CCO)CC1)CCCC2 (centres undefined) the results were NCF1 inh -6, BaF3 tox 1, NPY-Y2 PAM-ag 5, NPY Y1 blocker 2, CHOP inhibitor 45, Ba/F3 V617F tox 12, NPY1 pot ag -12, S1P4 ag -0.8 and S1P4 antag 5.
`CC(C)(C)OC(=O)NCCCC[C@H](NC(=O)c1nc[nH]c1C(=O)NCc1ccccc1)C(=O)OC(C)(C)C` gave BaF3 tox -1, NPY-Y2 PAM-ag -6, NPY Y1 blocker 2, CHOP inhibitor -3, Ba/F3 V617F tox 0, NPY1 pot ag -22, S1P4 ag -1.0 and S1P4 antag 11.
`CCOC(=O)Cc1csc(NS(=O)(=O)c2ccc3c4c(cccc24)C(=O)N3CC)n1` gave NCF1 inh -5, BaF3 tox 4, NPY-Y2 PAM-ag -5, NPY Y1 blocker 9, CHOP inhibitor 13, Ba/F3 V617F tox 2, NPY1 pot ag -7, S1P4 ag -0.9 and S1P4 antag -7.
Screening CCCCn1c(Cc2ccccc2)nnc1SCC(=O)N1CCOCC1 returned NCF1 inh -7, BaF3 tox 2, NPY-Y2 PAM-ag 7, NPY Y1 blocker 3, CHOP inhibitor 8, Ba/F3 V617F tox -1, NPY1 pot ag 8, S1P4 ag 2.0 and S1P4 antag -10.
For CC1CCN(C(=S)Nc2ccc3nc4n(c(=O)c3c2)CCCCC4)CC1 the results were NCF1 inh -10, BaF3 tox 5, NPY-Y2 PAM-ag -2, NPY Y1 blocker -7, CHOP inhibitor 34, Ba/F3 V617F tox 0, NPY1 pot ag -39, S1P4 ag 1.1 and S1P4 antag 8.
For O=[N+]([O-])c1cccc(C2=NCCS2)c1 the results were NCF1 inh -8, BaF3 tox 6, NPY-Y2 PAM-ag 5, NPY Y1 blocker 2, CHOP inhibitor 5, Ba/F3 V617F tox 2, NPY1 pot ag 14, S1P4 ag 0.7 and S1P4 antag -24.

From PubChem BioAssay

Rows were taken by chance (roughly 7.1% active in at least one column).
